miR-122 sensor: blocks miR-122 activity in Huh7 sensor cells; Huh7 miR-122 Renilla luciferase sensor, 48 h; neutral wells = 0, positive control = 100; activation (reporter increase), % at 12.5 µM; actives 0.3% (n = 340,000); AID 602342;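 active = mean replicate activation score at least 90 and every replicate individually at or above 90; inconclusive = only one of the two criteria met; inactive = neither criterion met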;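 also: higher luciferase means less miR-122 activity so hits act as miR-122 inhibitors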
ERAP1 inh: blocks human ERAP1 aminopeptidase activity | Q9NZ08 | recombinant ERAP1, Leu-AMC fluorescence, 60 min | inhibition, % at 10.7 µM | actives 0.15% (n = 340,000);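 active = mean replicate inhibition of at least 30%, or all replicates individually reaching that 30% level; inactive = mean below 30% and not every replicate reaching it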;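 also: 0% = neutral control wells and 100% = L-leucinethiol positive control wells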
Target sequence (Q9NZ08 whole entry, looked up): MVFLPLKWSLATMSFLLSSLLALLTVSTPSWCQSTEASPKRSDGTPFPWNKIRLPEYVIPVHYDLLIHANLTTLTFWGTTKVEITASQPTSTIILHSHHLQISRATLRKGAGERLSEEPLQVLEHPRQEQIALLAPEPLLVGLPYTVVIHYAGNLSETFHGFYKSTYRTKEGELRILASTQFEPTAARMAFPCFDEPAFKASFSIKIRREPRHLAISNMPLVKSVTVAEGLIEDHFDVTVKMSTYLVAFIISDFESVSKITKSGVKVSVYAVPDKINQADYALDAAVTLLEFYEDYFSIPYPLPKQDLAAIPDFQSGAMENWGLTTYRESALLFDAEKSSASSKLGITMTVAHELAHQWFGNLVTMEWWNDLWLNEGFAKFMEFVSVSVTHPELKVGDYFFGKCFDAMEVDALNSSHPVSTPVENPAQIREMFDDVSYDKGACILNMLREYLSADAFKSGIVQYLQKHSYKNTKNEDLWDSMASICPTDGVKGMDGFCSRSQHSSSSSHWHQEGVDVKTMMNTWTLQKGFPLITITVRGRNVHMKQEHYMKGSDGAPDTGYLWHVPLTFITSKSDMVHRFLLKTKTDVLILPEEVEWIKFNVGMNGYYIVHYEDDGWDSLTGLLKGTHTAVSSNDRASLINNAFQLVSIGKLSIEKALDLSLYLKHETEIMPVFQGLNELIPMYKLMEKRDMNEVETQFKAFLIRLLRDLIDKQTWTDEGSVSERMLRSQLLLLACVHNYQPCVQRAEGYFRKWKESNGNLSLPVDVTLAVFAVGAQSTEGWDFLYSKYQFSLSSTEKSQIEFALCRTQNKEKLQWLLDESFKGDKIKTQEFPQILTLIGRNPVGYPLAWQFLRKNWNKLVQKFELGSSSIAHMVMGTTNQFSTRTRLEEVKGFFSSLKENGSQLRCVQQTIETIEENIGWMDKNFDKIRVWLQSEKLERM
PglD DTNB: inhibitors of Campylobacter jejuni PglD acetyltransferase; purified PglD enzyme, DTNB colorimetric CoA detection; inhibition, % at 12.5 µM; actives 0.098% (n = 360,000); AID 602405; in the data active = inhibition above about 16%, passing the limit was not always enough; inconclusive = no clear call, values can overlap the other calls; also: strong numbers were not always called active
RAD52 inh: blocks human RAD52 DNA annealing; recombinant RAD52 DNA annealing, FRET fluorescence; inhibition, % at 18.7 µM; actives 0.46% (n = 360,000); AID 651710;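 active = every replicate showing at least 50% inhibition; inconclusive = mean inhibition at least 50% but not in every replicate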
Cneo AK release: Cryptococcus neoformans lysis via adenylate kinase release. C. neoformans lysis, adenylate kinase release luminescence, 4 h; normalised: neutral wells 0, clomiphene wells 100. lysis activity, % at 15 µM. actives 0.2% (n = 360,000). AID 651654;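 active = mean lysis activity across replicates of at least 80%, whatever share of replicates individually reach that level; inactive = mean lysis activity below 80%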
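Assay system: Cryptococcus neoformans yeast cells / Dosing: single-point compound dose / Timing: 4 h at 37 °C static, read 1 h later / Measured by: luminescence of released adenylate kinase using an AK detection reagent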
E-selectin induc: E-selectin induction on HUVECs. P16581. HUVEC E-selectin immunofluorescence imaging; normalized: neutral wells 0, TNF-alpha wells 100. activation, % at 7.58 µM. actives 0.37% (n = 260,000). AID 686992;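 active = mean E-selectin-positive cell signal at least 10% of the positive control, reached in at least 60% of replicates, without over 20% cell loss; inconclusive = no rule given, readout overlaps actives, possibly toxicity-flagged; inactive = the rest, including those meeting only one limit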;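 also: in these data hits start at about 27%; measured in HUVEC primary endothelial cells; signal is the percent of cells scored E-selectin positive by PE staining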
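assay system = HUVEC, human umbilical vein endothelial cells | input = 3,000 HUVEC seeded per well | medium = EGM-2 growth medium on 0.1% gelatin-coated wells | dosing = one compound dose added by pin transfer | signal = immunofluorescence imaging | read-out basis = % PE-positive cells | control set = TNF-alpha, DMSO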
PGC1a acetyl inh: lowers PGC1a acetylation signal in U2OS cells; AlphaScreen anti-acetyl-lysine; with virally co-expressed GCN5 acetyltransferase; inhibition, % at 15.6 µM; actives 0.17% (n = 350,000); AID 651687;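 active = every replicate shows inhibition of at least 40%; inconclusive = mean inhibition at least 40% but some replicate below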;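 also: 0% = neutral control wells and 100% = positive control wells; some results beyond the cut were filed as inactive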
RAD54 inh: RAD54 (human) branch migration inhibition; Q92698; RAD54 Holliday junction branch migration, FAM/BHQ fluorescence; inhibition, % at 10.4 µM; actives 0.14% (n = 360,000);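 active = mean normalized replicate activity at least 40 and at least half of replicates scoring 40 or more; inconclusive = only one of the two criteria met; inactive = mean below 40 and under half of replicates reaching 40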;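 also: 0% = median of neutral control wells and 100% = median of positive control wells; inhibitors cause a drop in the FAM fluorescence signal; in these data hits start at about 50%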
Numbers without * were called inactive; ? = inconclusive; / = not tested or not shown; & = joins results of further samples; [ ] = another dose, or the depositor's remark.

SMILES	miR-122 sensor	ERAP1 inh	PglD DTNB	RAD52 inh	Cneo AK release	E-selectin induc	PGC1a acetyl inh	RAD54 inh
CCNC(=O)NC(=O)CSc1ccc(S(=O)(=O)N2CCOCC2)cn1	/	-4	-2	-11	1	0.2	/	1
O=C(CCS(=O)(=O)c1ccccc1)Nc1nccs1	-9	8	-1	-6	1	-0.1	37	-9
CCOc1ccc(OCC)c(NC(=O)Cn2c(C)nc3ccccc3c2=O)c1	-1	-3	/	0	/	/	-5	/
CSc1ccccc1OCc1cc(C(=O)NCCn2nc(C)cc2C)no1	/	-1	2	-7	2	-0.9	1	-15
COCCCN1C(=O)C(CC(=O)NCCCN(C)C)CC(C(=O)N(C(C)C)C(C)C)=C1C (stereo not given)	12	0	-4	-16	3	-0.1	0	-5
Cc1ccc2nc(-c3cccc(Br)c3)c(Cc3ccccc3C(F)(F)F)n2c1	34	-6	-2	-18	0	0.9	-27	-3
NCCCC[C@@H]1NC(=O)c2cc([N+](=O)[O-])cc(F)c2NCCCC[C@@H](C(N)=O)NC(=O)CNC1=O	-3	10	-13	-198	-1	/	-16	29
CC(C)(C)C(=O)Nc1ccc(S(=O)(=O)Nc2ccccn2)cc1	12	6	/	-19	/	/	-7	/
CC(C)(C)NC(=O)NC(=O)COC(=O)C1=COCCO1	3	-10	3	3	0	/	5	0
O=C(Nc1ccccc1)c1ccccc1OCC(O)CN1C(=O)c2ccccc2S1(=O)=O (stereo not given)	5	/	4	/	4	1.4	/	-18
CNC[C@H]1Oc2ccc(NC(=O)CCN3CCOCC3)cc2CC(=O)N([C@@H](C)CO)C[C@@H]1C	1[16.7 µM]	1	-2	1	-4	0.1	2	4
CC(=O)Nc1c(C(=O)N2CCCCCC2)cnn1-c1ccccc1Cl	-8	/	-5	/	0	-2.2	0	-5
COc1ccccc1N1CCN(C(=O)c2cc3c(=O)n4cccc(C)c4nc3s2)CC1	0	-13	-4	-20	2	0.1	-10	-9
COc1ccc(CN(C)C[C@@H]2OCCCC[C@@H](C)Oc3ccc(NC(=O)c4ccncc4)cc3C(=O)N([C@H](C)CO)C[C@H]2C)cc1	-7[16.7 µM]	1	-1	-7	0	0.3	5	6
COc1ccccc1NC(=O)N1CCCCN2[C@H](C1)[C@@H](c1ccc(-c3cccc(C)c3)cc1)[C@@H]2CO	-26[16.7 µM]	4	-3	-24	46	-1.0	-20	-5
CCC(C)NC(=O)Cn1c(=O)n(-c2ccc(OC)cc2)c(=O)c2ccc(C(=O)NCc3ccc(C)cc3)cc21 (stereo not given)	4	0	-1	-6	1	/	/	-1
COc1ccc(-c2ccc(OC)cc2C(=O)O)cc1	0	/	5	/	-1	/	-70	1
Cn1ncc(N=Cc2ccccc2O)c1C(=O)N1CCOCC1	-3	/	-2	/	2	/	2	4
Cc1ccccc1C(=O)NC(=S)Nc1ccc(Cc2ccncc2)cc1	-1	/	-7	/	4	/	19	-9
CCC(=O)Nc1ccc2c(c1)OC[C@H](C)N(C(=O)Cc1ccccn1)C[C@H](C)[C@@H](OC)CN(C)C2=O	3[16.7 µM]	3	2	-8	-3	-0.3	7	-1

Given in markdown: part of the list above
| Molecule | miR-122 sensor | ERAP1 inh | PglD DTNB | RAD52 inh | Cneo AK release | E-selectin induc | PGC1a acetyl inh | RAD54 inh |
| --- | --- | --- | --- | --- | --- | --- | --- | --- |
| CCC(C)NC(=O)Cn1c(=O)n(-c2ccc(OC)cc2)c(=O)c2ccc(C(=O)NCc3ccc(C)cc3)cc21 (stereo not given) | 4 | 0 | -1 | -6 | 1 | / | / | -1 |
| COc1ccccc1N1CCN(C(=O)c2cc3c(=O)n4cccc(C)c4nc3s2)CC1 | 0 | -13 | -4 | -20 | 2 | 0.1 | -10 | -9 |

Later entries
SMILES	miR-122 sensor	ERAP1 inh	PglD DTNB	RAD52 inh	Cneo AK release	E-selectin induc	PGC1a acetyl inh	RAD54 inh
O=C(O)c1ccc(-c2ccc(-c3ccccc3)cc2)s1	0	/	2	/	-3	/	/	4
c1cncc(CSc2nnc3ccc(-c4ccncc4)nn23)c1	-1	2	3	-5	-2	0.0	3	-15
C#CCn1c(=O)cc(C)c2ccccc21	/	3	/	-9	/	0.6	-1	/
COc1ccc(NC(=O)c2nc3nccc(C)n3n2)cc1S(=O)(=O)N1CCOCC1	1	-1	-3	-4	0	0.4	1	-4
O=C(O)c1nn(CC(=O)N2CCC(Cc3ccccc3)CC2)c(=O)c2ccccc12	-1	-2	/	-17	/	0.6	-7	/
CC1(C)Cn2c(nnc2-c2cccc(O)c2)S1	4	/	-2	/	-1	/	14	-14
C[C@H](CO)N1C[C@H](C)[C@H](CN(C)S(=O)(=O)c2ccccc2C#N)OCc2cnnn2CCCC1=O	-4	-2&-1	0	-4&4	4	0.2	?	-3
COCCCNC(=O)Cn1nnc(-c2ccc(NC(=O)c3ccccc3OC)cc2)n1	-8	/	-2	/	0	/	-3	4
O=C1Nc2ccccc2SC(c2ccccc2)C1O (stereo not given)	3	/	-1	/	2	/	0	-4
Fc1ccccc1NC(=S)N(CCN1CCCCCC1)Cc1cccs1	-10	-3	-2	-17	-1	4.7	/	-6
CC(=O)c1ccc(OC(=O)CCc2nc3ccccc3s2)cc1	7	1	/	-53	/	/	0	/
Cc1ccc(S(=O)(=O)N2CCOCC2)cc1C(=O)NCc1ccc(F)cc1	/	/	-2	/	-1	/	15	6
Cc1ccc2nc3c(cc(C(=O)NCCc4ccccc4)c(=N)n3CC3CCCO3)c(=O)n2c1 (stereo not given)	/	-80	-2	30	1	/	/	12
CCOC(=O)N1CCN(C(=O)c2cccc(NS(=O)(=O)c3ccc(F)c(F)c3)c2)CC1	3	/	-1	/	-2	/	2	-7
CCCN(C)C[C@@H]1OCCCC[C@H](C)Oc2ccc(NC(=O)Nc3ccc(C(F)(F)F)cc3)cc2C(=O)N([C@H](C)CO)C[C@@H]1C	-9[16.7 µM]	-4	-1	32	-3	0.0	7	-2
C[C@H](NC(=O)C[C@H]1C[C@@H]2c3cc(NC(=O)NC4CCCC4)ccc3O[C@@H]2[C@@H](CO)O1)c1ccccc1	-3[16.7 µM]	-2	4	-4	3	0.2	-3	-24
O=C(Nc1ccc(F)cc1)N1CC(=O)N2[C@H](CO)[C@H](c3ccc(-c4cccc(F)c4)cc3)[C@@H]2C1	/	1	/	21	/	0.3	-17	/
COCOc1cccc(CN2CCC(C)(Oc3cccc(C#N)c3)C2)c1 (stereo not given)	1	2	-6	-9	2	-0.2	8	0
CCCCC(Sc1nc(N)c(NC(=O)c2ccc(OCC)cc2)c(=O)[nH]1)C(=O)O (stereo not given)	-1	3	-6	-4	2	/	/	-5
O=C(CN1C(=O)C2C3C=CC(C3)C2C1=O)N1CC(=O)N(CCc2ccccc2)C(=O)C1 (stereo not given)	-1	/	1	/	-1	/	10	-5

Fetched by compound from the entries so far:
SMILES	miR-122 sensor	ERAP1 inh	PglD DTNB	RAD52 inh	Cneo AK release	E-selectin induc	PGC1a acetyl inh	RAD54 inh
COCOc1cccc(CN2CCC(C)(Oc3cccc(C#N)c3)C2)c1 (stereo not given)	1	2	-6	-9	2	-0.2	8	0
CCOC(=O)N1CCN(C(=O)c2cccc(NS(=O)(=O)c3ccc(F)c(F)c3)c2)CC1	3	/	-1	/	-2	/	2	-7
C[C@H](NC(=O)C[C@H]1C[C@@H]2c3cc(NC(=O)NC4CCCC4)ccc3O[C@@H]2[C@@H](CO)O1)c1ccccc1	-3[16.7 µM]	-2	4	-4	3	0.2	-3	-24
CCCN(C)C[C@@H]1OCCCC[C@H](C)Oc2ccc(NC(=O)Nc3ccc(C(F)(F)F)cc3)cc2C(=O)N([C@H](C)CO)C[C@@H]1C	-9[16.7 µM]	-4	-1	32	-3	0.0	7	-2

The listing continues:
SMILES	miR-122 sensor	ERAP1 inh	PglD DTNB	RAD52 inh	Cneo AK release	E-selectin induc	PGC1a acetyl inh	RAD54 inh
O=C(O)C1C2C=CC(C2)C1C(=O)NCCc1ccncc1 (stereo not given)	0	/	1	/	1	/	1	-4
Cc1cc(C)c2ccc(Cl)cc2n1	-1	/	0	-8	-4	-0.2	2	-20
O=C(O)CCN1C(=O)C(=C2CCCCCC2)SC1=S	-5	/	-12	/	-1	/	-7	-47
Cc1ccc(-c2nnc(N3CCOCC3)c3ccccc23)cc1S(=O)(=O)NCC1CCCO1 (stereo not given)	-10	/	-3	/	0	/	6	0
COc1ccc(-c2nc3ccccc3c(=O)n2CCCN2CCOCC2)cc1	0	-5	0	3	-2	/	1	-16
COc1cc(NC(=O)c2ccco2)c(OC)cc1NC(=O)CCC(=O)Nc1cc(C)ccc1C	-3	/	-1	/	-1	0.2	14	-16
CC1(C(=O)NCc2ccccc2)Cc2c(-c3cccc(C(N)=O)c3)ccnc2O1 (stereo not given)	18	-1	4	-40	-3	/	4	14
CC(=O)c1cccc(NC(=O)CCc2nnc3ccc(NCc4ccco4)nn23)c1	-11	-2	-8	-21	0	/	6	4
COc1cc2nc(NC(=O)c3ccccc3)sc(=O)c2cc1OC	-9	-1	-5	-17	-1	1.1	-22	10
FC(F)(F)c1ccc(-c2nnc(-c3cccnc3)o2)cc1	-2	-4	4	-10	0	0.1	13	1
O=C(NCc1cccnc1)c1cccn1-c1ncc(C(F)(F)F)cc1Cl	/	1	/	-4	/	0.0	-3	/
O=C(NCCCn1ccnc1)c1[nH]c(C(F)(F)F)nc1-c1ccccc1	-1	-1	3	2	34	-0.1	-21	15
O=C(NCCC(=O)N1CCC2(CC1)NCCc1[nH]cnc12)c1ccc(Br)cc1	-4	0	0	0	1	/	4	1
CC1CCC(CN2C(Nc3ccccc3)=NC[C@@H]2Cc2ccccc2)CC1 (stereo not given in full)	-8	0	-2	10	3	0.2	-18	14
O=c1c2cnn(-c3ccccc3)c2ncn1Cc1ccccc1	-13	/	-2	/	-1	/	/	2
Cc1ccc(Cn2ccc(NC(=O)c3cc(-c4cccc(Cl)c4)on3)n2)cc1	-6	-2	9	-1	-8	/	-2	-2
CCCCCCOc1ccc(N2C(=O)CC(N3CCC(C(=O)OCC)CC3)C2=O)cc1 (stereo not given)	-3	/	-1	/	-12	/	1	5
CCOC(=O)CNC(=O)CSc1nnc(Cn2c(=O)sc3ccccc32)n1C	-6	/	5	-15	-2	0.1	-8	-6
O=C(NCc1ccc(Cl)cc1)c1cccc(NC2=NC3CS(=O)(=O)CC3S2)c1 (stereo not given)	8	2	-5	11	0	4.1	-15	2
CCN(CC)S(=O)(=O)c1ccc(OC)c(NC(=O)c2ccc(N3CCCC3=O)cc2)c1	0	-5	0	-9	0	-0.4	3	1
CCc1ccc(S(=O)(=O)N/N=C\c2ccc3c(c2)OCO3)cc1	56	1	1	-3	13	/	3	7
N#Cc1nc(COc2ccc(F)cc2)oc1N1CCN(Cc2ccccc2)CC1	-4	/	1	/	2	/	-8	-2
Cc1cccc(OCC(=O)NCc2ccccc2)c1	/	1	1	-4	2	/	/	-4
C[C@@H]1CCCCO[C@@H](CN(C)S(=O)(=O)c2ccccc2)[C@H](C)CN([C@H](C)CO)C(=O)c2cc(NC(=O)Nc3ccccc3)ccc2O1	-2[16.7 µM]	3	1	25	3	/	-11	-8
Cn1nccc1NC(=O)Nc1cccc(Br)c1	15	-1	0	9	-10	/	-6	-10
CS(=O)(=O)Nc1ccccc1C(=O)Nc1ccccc1Cl	0	/	-5	/	-1	/	0	-10

Screens from PubChem.

Rows are unselected, and some 1.4% of all compounds hit somewhere here.
